Screening data deposited in PubChem by several laboratories.
Mcl1 Bid PPI = Mcl-1/Bid binding inhibitors, primary screen, biochemical, TR-FRET, 1536-well; Induced myeloid leukemia cell differentiation protein Mcl-1 (Homo sapiens), Q07820; TR-FRET Mcl-1/Bid-Dy647 peptide binding; inhibition, % at 21.7 µM; 220,000 compounds, 0.97% hits; AID 1021, 2008;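 active = compounds that cut the binding signal by more than half at the single screening dose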;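 note: His-tagged Mcl-1 with europium anti-His antibody binding Bid BH3 peptide; 0% = Mcl-1 plus peptide wells and 100% = peptide-only wells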
Target sequence (Q07820 whole entry, looked up): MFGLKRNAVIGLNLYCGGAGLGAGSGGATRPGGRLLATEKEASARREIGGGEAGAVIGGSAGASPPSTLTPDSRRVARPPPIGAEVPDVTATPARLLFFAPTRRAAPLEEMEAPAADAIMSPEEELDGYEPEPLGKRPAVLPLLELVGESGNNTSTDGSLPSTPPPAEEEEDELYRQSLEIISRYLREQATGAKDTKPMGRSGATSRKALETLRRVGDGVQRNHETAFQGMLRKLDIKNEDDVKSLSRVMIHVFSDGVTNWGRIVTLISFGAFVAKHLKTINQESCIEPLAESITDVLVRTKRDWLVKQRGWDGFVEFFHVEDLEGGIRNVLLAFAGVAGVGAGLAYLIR
RGS8-Gao reg = RGS8-Galphao binding modulators, primary screen, biochemical, multiplexed bead flow cytometry; Guanine nucleotide-binding protein G(o) subunit alpha (Homo sapiens), P09471; actives lie on both sides; response (percent of control binding), % at 10 µM; 220,000 compounds, 0.34% hits; AID 1423, 2008; in the data active = response below about 60% or above about 140%; inactive = in between;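 note: Galphao activated as the GDP aluminium fluoride complex binding bead-coupled RGS8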
Target sequence (P09471 whole entry, looked up): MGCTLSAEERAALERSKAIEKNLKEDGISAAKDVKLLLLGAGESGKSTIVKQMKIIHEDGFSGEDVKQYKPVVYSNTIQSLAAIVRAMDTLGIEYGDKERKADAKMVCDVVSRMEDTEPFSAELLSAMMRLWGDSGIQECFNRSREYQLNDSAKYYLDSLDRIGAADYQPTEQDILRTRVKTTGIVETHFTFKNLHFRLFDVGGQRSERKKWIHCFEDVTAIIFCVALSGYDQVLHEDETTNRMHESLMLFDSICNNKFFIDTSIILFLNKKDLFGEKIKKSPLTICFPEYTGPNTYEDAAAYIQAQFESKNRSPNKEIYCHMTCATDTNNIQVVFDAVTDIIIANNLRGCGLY
Rac1 wt GTP bind = wildtype Rac1 GTP binding modulators, primary screen, biochemical, GST-Rac1 beads, flow cytometry, multiplex; Ras-related C3 botulinum toxin substrate 1 (Homo sapiens), P63000; fluorescent GTP binding; actives lie on both sides; 0 = cold GTP competed, 100 = untreated; GTP binding activity (% of control), % at 10 µM; 190,000 compounds, 0.27% hits;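 active = GTP binding activity at least 20 points away from the 100% control level, either lower or higher; inconclusive = compound flagged as likely green fluorescent, judged across all proteins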
HRas wt GTP = modulators of GTP binding to HRas wildtype, primary screen, biochemical, bead-based flow cytometry, multiplex | 190,000 compounds, 0.14% hits | GTP binding activity, % at 10 µM | GTPase HRas (Homo sapiens), P01112 | GST-Ras wt beads, Bodipy-FL-GTP binding; actives lie on both sides | AID 759, 2007;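 active = GTP binding activity at least 20% away from the 100% baseline, either lowered as inhibitor or raised as activator; inconclusive = flagged as likely green fluorescent, judged across all proteins in the well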;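 note: 0% = unlabeled GTP competition control and 100% = no-compound control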
Target sequence (P01112 whole entry, looked up): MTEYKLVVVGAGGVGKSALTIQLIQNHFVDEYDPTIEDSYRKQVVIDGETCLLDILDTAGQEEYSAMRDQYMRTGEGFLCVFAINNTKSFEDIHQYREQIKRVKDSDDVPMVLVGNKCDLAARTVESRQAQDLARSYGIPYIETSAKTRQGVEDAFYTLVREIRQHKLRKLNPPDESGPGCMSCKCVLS
Mcl1-Noxa inh = Mcl-1/Noxa binding inhibitors, primary screen, biochemical, TR-FRET, 1536-well; inhibition, % at 21.7 µM; 220,000 compounds, 1.5% hits; TR-FRET Mcl-1/Noxa peptide binding, 2 h; Induced myeloid leukemia cell differentiation protein Mcl-1 (Homo sapiens), Q07820;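 active = compounds that cut the protein-peptide binding signal by more than 50% relative to plate controls in a single-dose test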;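 note: His-tagged Mcl-1 with rhodamine Noxa BH3 peptide and terbium anti-His antibody; 0% = Mcl-1 plus Noxa peptide wells and 100% = peptide-only wells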
Rab2A wt mod = modulators of GTP binding to Rab2A wildtype, primary screen, biochemical, dog, bead-based flow cytometry, multiplex. Ras-related protein Rab-2A (Canis lupus familiaris), P61105. GST-Rab2 wt beads, Bodipy-GTP binding. GTP binding activity, % at 10 µM. 190,000 compounds, 0.19% hits. AID 760, 2007;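 active = GTP binding activity at least 20 points away from 100%, either lowered or raised; inconclusive = signal likely due to the compound's own green fluorescence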;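 note: 0% = beads with excess unlabeled GTP and 100% = no-compound control corrected for plate trend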
Mcl-1 Bim block = inhibitors of Bim peptide binding to Mcl-1, primary screen, biochemical, bead-based flow cytometry, multiplex. AID 1009, 2008. Induced myeloid leukemia cell differentiation protein Mcl-1 (Homo sapiens), Q07820. 190,000 compounds, 0.1% hits. Bim peptide-Mcl-1 binding. inhibition, % at 10 µM; in the data active = inhibition above about 40%;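 note: 0% = no compound tracer wells and 100% = peptide blocker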
Rac1 act GTP bind = GTP binding modulators of activated mutant Rac1, primary screen, biochemical, bead-based flow cytometry, multiplex, fluorescent GTP | 190,000 compounds, 0.11% hits | percent activity (GTP binding), % at 10 µM | Ras-related C3 botulinum toxin substrate 1 (Homo sapiens), P63000 | GST-Rac1 activated beads; actives lie on both sides; 100% means binding = to untreated wells;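 active = GTP binding at least 20 percentage points away from the 100% baseline, in either direction, so actives lie on both sides; inconclusive = Compound likely fluorescent itself, or too few beads counted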
Rab7 wt modul = modulators of GTP binding to Rab7, primary screen, biochemical, wildtype, multiplex bead flow cytometry; Rab7 GTPase wild type (dog), Bodipy-FL-GTP binding; GST-Rab7 beads, fluorescent GTP binding; actives lie on both sides; untreated = 100%, excess cold GTP = 0%; GTP binding activity (percent of control), % at 10 µM; 190,000 compounds, 0.055% hits; AID 758, 2007;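 active = fluorescent GTP binding to Rab7 beads changed by at least 20 points from the 100% baseline, either direction, mostly lower; inconclusive = compound itself probably fluorescent, or too few beads counted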;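 note: median green fluorescence of bound Bodipy-FL-GTP per Rab7 bead population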
Pf gametocyte = late stage P. falciparum gametocyte viability inhibitors, primary screen, ATP luminescence, HTS. P. falciparum stage V gametocytes, 24 h. inhibition, % at 10.9 µM. 150,000 compounds, 0.065% hits;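 active = inhibition above the mean plus 3 SD of compounds within the control limits, set per campaign, cut at about 38% in these data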;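 note: 0% = DMSO wells and 100% = medium only without gametocytes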
Cdc42 wt = modulators of GTP binding to wildtype Cdc42, primary screen, biochemical, multiplex bead flow cytometry, Bodipy-GTP; Cell division control protein 42 homolog (Homo sapiens), P60953; GST-Cdc42 beads; actives lie on both sides; percent activity (GTP binding), % at 10 µM; 190,000 compounds, 0.2% hits;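 active = percent activity GTP binding at least 20 points away from the 100% baseline, either down as inhibitor or up as activator; inconclusive = compound flagged as likely green fluorescent from well-wide comparison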;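 note: median bead fluorescence of bound Bodipy-FL-GTP at 100 nM; 0% = excess unlabeled GTP control and 100% = no compound control; below 100% means less GTP binding so inhibitor and above means activator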
Target sequence (P60953 whole entry, looked up): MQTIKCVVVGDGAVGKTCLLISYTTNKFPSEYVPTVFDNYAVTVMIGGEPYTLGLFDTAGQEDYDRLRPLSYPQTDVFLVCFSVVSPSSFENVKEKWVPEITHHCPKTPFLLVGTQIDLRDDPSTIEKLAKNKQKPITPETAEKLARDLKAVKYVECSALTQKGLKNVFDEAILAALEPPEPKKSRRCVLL
Active calls of the source: *; ? = inconclusive; · = not tested or not shown. Not a hit list; 2.9% or so of the library scored in one or more.

SMILES,Mcl1 Bid PPI,RGS8-Gao reg,Rac1 wt GTP bind,HRas wt GTP,Mcl1-Noxa inh,Rab2A wt mod,Mcl-1 Bim block,Rac1 act GTP bind,Rab7 wt modul,Pf gametocyte,Cdc42 wt
O=C(Cn1nc(Cl)nc1Cl)c1ccc2c(c1)OCCO2,-9,104,97,95,12,96,-1,96,95,-2,94
CS(=O)(=O)N(CC(=O)Nc1ccccc1Sc1ccccc1)c1cccc(Br)c1,-36,102,91,95,0,92,-4,92,91,·,94
Cc1ccc(CSCCNC(=O)CCSc2ccccc2)cc1,-11,100,87,93,·,90,-5,89,92,·,93
O=C(Nc1cccc(-c2cn3ccccc3n2)c1)c1cccs1,-14,109,101,98,6,98,0,99,101,8,95
Cc1cc(OCC(O)CN2CCN(C)CC2)ccc1C(C)C (stereo not given),-20,95,95,97,2,97,-1,98,92,·,94
O=S(=O)(/N=C(/NNS(=O)(=O)c1ccccc1)c1ccccc1)c1ccccc1,-12,92,94,93,10,96,-3,91,101,4,91
O=C(NCc1nnc(SCC(=O)N2CCC(Cc3ccccc3)CC2)o1)c1ccccc1F,4,100,106,103,9,102,0,101,102,·,104
Cc1ccc(OCCN(C)C)c([N+](=O)[O-])c1,35,102,103,102,37,102,-2,99,96,-14,103
Cc1cc(NC(=O)CSc2nnc(-c3ccco3)n2CC2CCCO2)no1 (stereo not given),-22,96,107,100,-15,99,0,100,97,11,100
O=C(CC1C(=O)NCCN1Cc1ccc(-c2ccccc2)cc1)NCc1ccncc1 (stereo not given),-16,101,97,98,-6,98,0,97,96,2,97
Cn1c(N2CCOCC2)nc(-c2ccccc2)c1-c1ccccc1,-14,101,100,99,-13,100,-1,98,100,·,101
CC1(C)CC(=O)C/C(=N\NC(=O)C2C3CCCCC32)C1 (stereo not given),-15,96,99,97,13,96,0,95,100,5,100
Cc1cccc2c1NC(C)CC2C (stereo not given),4,99,101,99,27,97,-2,98,98,-8,101
COc1ccc(C2CC(c3cccs3)=NN2C(=O)CSc2nc3c(cnn3-c3ccccc3)c(=O)[nH]2)cc1 (stereo not given),-4,104,97,95,-69,94,0,91,100,·,92
Cc1sc(NC(=O)c2cccc([N+](=O)[O-])c2)c(C(N)=O)c1-c1ccc(C(C)(C)C)cc1,-36,100,110,103,-2,101,-2,103,97,·,107
CCOc1cc(C(=S)N2CCCCC2)ccc1OS(=O)(=O)c1ccc(Cl)cc1,-30,101,107,105,-16,105,-5,102,105,6,102
O=C(Cn1cnc2ccccc21)c1ccc(Br)cc1,-7,102,105,105,12,101,2,99,111,-10,109
CCOC(=O)c1cc(C#N)c(=S)[nH]c1C,-44,105,95,96,43,96,2,97,95,-2,92
CCOC(=O)CNc1ccc2c(c1)OCO2,-19,85,105,98,17,99,8,98,100,-19,101
N#CCCn1cc(/C=N/NC(N)=S)c(-c2ccc(Br)cc2)n1,-74,100,104,99,16,104,0,97,107,-16,104
Cc1ccc(-c2nc(C3CCN(S(=O)(=O)c4ccc(C(F)(F)F)cc4)CC3)no2)cc1,12,109,101,100,13,101,0,98,97,·,100
CCCn1c(SCC(=O)c2ccc(OC)c(OC)c2)nc2c1c(=O)n(C)c(=O)n2C,-1,103,104,102,7,100,·,99,97,·,100
COCc1nnc(NC(=O)c2ccc(Cl)cc2[N+](=O)[O-])s1,-8,88,102,100,14,98,-7,100,93,·,99
CCN1C(=O)S/C(=C/c2ccsc2)C1=O,-5,104,101,97,-14,97,-2,98,100,·,97
COC(=O)c1ccccc1NC(=O)Cn1cnc2c(cnn2-c2ccccc2)c1=O,-12,101,96,99,6,95,0,96,97,·,98
CCCN1C(=O)c2cc(C(=O)Nc3ccccc3CC)ccc2C1O (stereo not given),-5,102,105,102,13,100,4,99,101,·,100
COc1ccccc1OCCn1cc(/C=C(\C#N)C(=O)NCc2cccs2)c2ccccc21,-11,105,104,106,-1,105,-5,102,98,18,103
Cc1ccc(NS(=O)(=O)c2ccc(C)c(C(=O)N3CCN(C)CC3)c2)cc1,-14,80,97,97,3,97,-6,98,95,·,98
Cc1ccccc1C1C(C#N)=C2NC(=O)c3c(sc4c3CCCCC4)N2C2=C1C(=O)CC(C)(C)C2 (stereo not given),-130,101,94,96,-111,96,1,93,98,·,93
O=C(NCc1ccco1)C12CC3CC(CC(C3)C1)C2,-2,104,108,101,7,101,5,98,99,·,102
COC(=O)c1ccc(COc2ccccc2/C=C(\C#N)C(=O)Nc2ccc(C)cc2C)cc1,-9,112,104,98,28,97,7,99,96,15,100
CC(=O)c1ccc(Oc2ccc(C(C)=O)cc2)cc1,99*,97,110,106,-5,104,-4,102,105,·,106
CCOC(=O)CC(NS(=O)(=O)c1ccc(NC(C)=O)cc1)c1ccc(OCC)cc1 (stereo not given),-5,99,111,105,1,103,0,101,106,·,108
O=C(NNC(=O)C1CCN(S(=O)(=O)c2ccc(Cl)cc2)CC1)c1ccc(Cl)cc1,3,102,?,?,1,?,-2,?,?,-21,?
Cc1cccc2sc(NC(=O)[C@@H]3CCCN3C(=O)c3cccs3)nc12,-3,131,98,97,14,98,0,97,98,0,98
CN(C)S(=O)(=O)c1cccc(NC(=S)Nc2ccc3cn[nH]c3c2)c1,-39,99,91,91,7,92,2,90,88,4,91
COc1ccc(CC(=O)Nc2ccccc2N2CCOCC2)cc1OC,-24,101,95,99,5,100,-3,96,105,·,99
Cn1c(SCC(=O)N2CCOCC2)nc2sc3c(c2c1=O)CCCC3,14,99,101,102,-4,103,-1,99,105,-7,104
Cc1ccc(NC(=O)CN2C(=O)S/C(=C\C(=O)Nc3ccc(Cl)cc3)C2=O)cc1,-5,79,100,97,6,99,-3,97,98,21,102
CN(C)c1ccc(-c2nnn(CC(=O)Nc3ccccc3N3CCOCC3)n2)cc1,-26,104,98,95,17,99,0,99,101,19,97
NC(=O)Cc1ccc(C(=O)c2ccc(F)cc2)s1,-7,104,98,96,3,94,1,96,98,5,92
CCCCNC(=O)/C(C#N)=C/c1ccc(C(=O)OC)cc1,-1,102,96,94,7,95,-1,94,93,·,93
COc1cccc(NC(=O)CSc2c3c(nc4ccccc24)CCCC3)c1,-33,100,102,98,15,97,-3,101,100,·,98
Cc1cc(C)n2nc(C(=O)NCc3ccco3)cc2n1,-25,94,93,96,1,94,0,95,102,3,90
O=C(CCC(=O)Nc1ccccc1)N/N=C/c1ccco1,-24,104,104,100,2,95,-2,101,95,·,102
O=C(NCC(=O)N(c1cccnc1)C(C(=O)NC1CCCCC1)c1cccnc1)c1ccco1 (stereo not given),-11,94,109,100,8,97,-6,96,97,8,103
COC(=O)c1nc(NC(=O)c2ccc(F)cc2)n[nH]1,-2,102,98,98,-7,97,-7,94,97,-4,98
Cc1cc(C)c(C(=O)CSc2nc3ccccc3c(=O)[nH]2)cc1C,-14,103,98,101,-82,99,0,94,106,-10,94
CCOc1ccc(C(=O)c2nc3c(n2O)CCCCC3)cc1,-14,101,102,99,-9,96,-1,97,92,·,98
Cc1nnc(SC(C)C(=O)Nc2ccc3c(c2)OCCO3)s1 (stereo not given),-5,99,105,104,3,103,0,102,102,·,104
COc1cccc(-c2cc(C(=O)N3CCN(c4ncccn4)CC3)c3ccccc3n2)c1,-7,101,103,101,5,101,-1,100,97,·,100
COc1cccc(N2C(=O)CC(N3CCC(c4nc5ccccc5[nH]4)CC3)C2=O)c1 (stereo not given),-10,108,93,94,-14,92,-4,95,89,-11,92
CCCC(=O)Nc1ccc(Cl)c(NC(=O)c2ccc(Br)o2)c1,3,99,95,98,5,95,-3,93,93,·,95
Cc1cccc(-c2nnc3sc(-c4ccccc4)nn23)c1,-7,·,105,101,-10,99,0,102,101,·,103
C/C(=C\C(=O)c1ccc(Cl)cc1Cl)N(C)C,-15,101,101,99,12,99,-4,94,100,-6,98
CC(=O)Nc1ccccc1OCCOc1ccc(Br)cc1,-13,99,99,96,10,97,-2,98,94,-8,91
CCCCN(C)CCNC(=O)c1c[nH]c2ccc(S(=O)(=O)N(CC)CC)cc2c1=O,11,101,94,96,34,92,1,93,96,19,97
Cc1cc(NC(=O)CCC(=O)N(c2cccc(F)c2)C(C(=O)NC2CCCC2)c2ccncc2)no1 (stereo not given),2,103,102,102,23,99,-1,97,98,0,102
COC(=O)Nc1ccc(S(=O)(=O)N2CCC(C(=O)NC3CCCCC3)CC2)cc1,-9,99,98,97,23,100,0,98,95,8,100
Cc1ccc(NC(=O)C2(c3ccccc3)CCOCC2)c([N+](=O)[O-])c1,-26,107,106,105,9,101,-2,101,103,-28,106

Next entries follow:
SMILES,Mcl1 Bid PPI,RGS8-Gao reg,Rac1 wt GTP bind,HRas wt GTP,Mcl1-Noxa inh,Rab2A wt mod,Mcl-1 Bim block,Rac1 act GTP bind,Rab7 wt modul,Pf gametocyte,Cdc42 wt
CCC(=O)NC(=S)Nc1ccc(NC(=S)NC(=O)c2ccccc2)cc1,-4,102,98,98,7,98,-5,97,99,-5,101
CC(C)C1C(C#N)=C(N)Oc2n[nH]c(-c3ccc4ccccc4c3)c21 (stereo not given),3,101,94,97,6,98,-3,95,97,·,95
Cc1oc(-c2cccs2)nc1CS(=O)CC(=O)NCCc1ccccc1 (stereo not given),-10,101,99,96,26,97,-1,97,96,·,96
O=C(Cc1ccccc1)NCC(=O)OC(c1ccccc1)c1ccccc1,0,101,99,98,10,96,1,98,100,-17,95
Cc1onc(-c2c(F)cccc2Cl)c1C(=O)Nc1nccs1,14,102,101,98,13,101,3,96,104,·,102
O=C(O)C1CCN(Cc2ccccn2)CC1,24,101,97,103,31,99,0,98,103,6,99
C=CCn1c(Cc2csc(N)n2)nnc1SCC(=O)OCC,-10,103,101,101,-11,100,0,100,101,·,101
COc1ccc(CCN(C)C(=O)CSc2nccn2C)cc1OC,-91,97,101,101,-12,102,1,98,102,-1,102
